From PubChem
hcDAF-12 act: H. contortus DAF-12 nuclear receptor activators, primary screen, cell-based, luminescence, HEK293, lit1-tk-luc reporter. HEK293 hcDAF-12 lit1-tk-luc reporter; 0% DMSO, 100% Δ7-dafachronic acid. activation, % at 6.8 µM. 370,000 compounds, 1.4% hits. AID 652067, 2013;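 active = activation above the mean of all tested compounds plus 3 SD, cut at about 5.5% in these data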;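 also: 100% = response to 3 µM Δ7-dafachronic acid high control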
hgDAF-12 ag: H. glycines DAF-12 receptor agonists, primary screen, cell-based, luminescence, HEK293, GAL4 fusion, UAS-luciferase. activation, % at 6.8 µM. HEK293 GAL4-hgDAF12 UAS-luciferase reporter, agonist luminescence; normalized to butyrate control. AID 687014, 2013. 370,000 compounds, 1.8% hits;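 active = activation above a cutoff set at the mean of all screened compounds plus 3 SD, cut at about 10% in these data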;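 also: 0% = DMSO wells and 100% = sodium butyrate wells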
sPLA2-III inh: human group III sPLA2 inhibitors, primary screen, biochemical, QFRET, BODIPY PC-A2 liposome substrate; QFRET BODIPY PC-A2 liposome hydrolysis, fluorescence; inhibition, % at 12.2 µM; AID 743126, 2013; 370,000 compounds, 0.56% hits;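 active = inhibition above mean plus 3 SD of compounds lying within the high and low control bounds, cut at about 19% in these data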;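 also: 0% = median of test compound wells and 100% = no enzyme DMSO wells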
ADAM17 inh: ADAM17 inhibitors, primary screen, biochemical, QFRET. inhibition, % at 6.95 µM. 370,000 compounds, 0.83% hits. recombinant ADAM17, EDANS/DABCYL FRET peptide cleavage;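 active = inhibition above the mean of compounds lying between control limits plus 3 SD, set per campaign, cut at about 8.5% in these data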;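 also: 0% = DMSO-only wells as the low control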
DAX1 inh-1: DAX1 (NR0B1) inhibitors, primary screen, cell-based, HEK293, Gal4-DAX1, luciferase luminescence | Nuclear receptor subfamily 0 group B member 1 (Homo sapiens), P51843 | AID 504766, 2011 | inhibition, % at 6.75 µM | HEK293 Gal4-DAX1 luciferase reporter | 340,000 compounds, 0.99% hits;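 active = inhibition above the mean over all tested compounds plus 3 SD, cut at about 4.2% in these data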;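 also: 0% = DAX1-transfected cells with DMSO and 100% = empty-vector control cells with DMSO; inhibition shows as a rise in luminescence from relieved DAX1 repression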
ssDAF-12 act: S. stercoralis DAF-12 nuclear receptor activators, primary screen, cell-based, luminescence, HEK293, GRIP1 co-expression, lit1-tk-luc; Nuclear hormone receptor DAF-12 (Strongyloides stercoralis); activation, % at 6.8 µM; 370,000 compounds, 1% hits; HEK293 ssDAF-12/GRIP1 lit1-tk-luc reporter; % of 3 µM dafachronic acid response; AID 652126, 2013;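 active = activation above the mean over all tested compounds plus 3 SD, cut at about 0.9% in these data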;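 also: 0% = DMSO-only wells and 100% = 3 µM delta7-dafachronic acid wells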
PLC-beta3 inh: human PLC-beta3 inhibitors, primary screen, biochemical, fluorescence | 1-phosphatidylinositol 4,5-bisphosphate phosphodiesterase beta-3 (Homo sapiens), Q01970 | Purified PLC-beta3, fluorogenic substrate | inhibition, % at 12.2 µM | 370,000 compounds, 0.18% hits; in the data active = inhibition above about 11%;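 also: 0% = median of compound wells on plate and 100% = full blocker control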
DAX1 inh-2: DAX1 (NR0B1) inhibitors on StAR promoter, primary screen, cell-based, luminescence, SF-1 (NR5A1), full-length DAX-1; 370,000 compounds, 1.1% hits; HEK293T StAR-luciferase reporter, SF-1/DAX-1 repression relief; AID 652010, 2013; inhibition, % at 6.8 µM;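 active = inhibition above the mean over all tested compounds plus 3 SD, cut at about 3.6% in these data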;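 also: 0% = DAX-1 cells with DMSO and 100% = cells lacking DAX-1 with DMSO; higher inhibition means more luminescence from relief of DAX-1 repression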
PLCg1 inh: PLC-gamma1 enzyme inhibitors, primary screen, biochemical, fluorescence, purified enzyme; 1-phosphatidylinositol 4,5-bisphosphate phosphodiesterase gamma-1 (Homo sapiens), P19174; AID 720700, 2013; 370,000 compounds, 0.84% hits; inhibition, % at 12.2 µM; fluorogenic substrate; in the data active = inhibition above about 9.5%
Target sequence (P19174 whole entry, looked up): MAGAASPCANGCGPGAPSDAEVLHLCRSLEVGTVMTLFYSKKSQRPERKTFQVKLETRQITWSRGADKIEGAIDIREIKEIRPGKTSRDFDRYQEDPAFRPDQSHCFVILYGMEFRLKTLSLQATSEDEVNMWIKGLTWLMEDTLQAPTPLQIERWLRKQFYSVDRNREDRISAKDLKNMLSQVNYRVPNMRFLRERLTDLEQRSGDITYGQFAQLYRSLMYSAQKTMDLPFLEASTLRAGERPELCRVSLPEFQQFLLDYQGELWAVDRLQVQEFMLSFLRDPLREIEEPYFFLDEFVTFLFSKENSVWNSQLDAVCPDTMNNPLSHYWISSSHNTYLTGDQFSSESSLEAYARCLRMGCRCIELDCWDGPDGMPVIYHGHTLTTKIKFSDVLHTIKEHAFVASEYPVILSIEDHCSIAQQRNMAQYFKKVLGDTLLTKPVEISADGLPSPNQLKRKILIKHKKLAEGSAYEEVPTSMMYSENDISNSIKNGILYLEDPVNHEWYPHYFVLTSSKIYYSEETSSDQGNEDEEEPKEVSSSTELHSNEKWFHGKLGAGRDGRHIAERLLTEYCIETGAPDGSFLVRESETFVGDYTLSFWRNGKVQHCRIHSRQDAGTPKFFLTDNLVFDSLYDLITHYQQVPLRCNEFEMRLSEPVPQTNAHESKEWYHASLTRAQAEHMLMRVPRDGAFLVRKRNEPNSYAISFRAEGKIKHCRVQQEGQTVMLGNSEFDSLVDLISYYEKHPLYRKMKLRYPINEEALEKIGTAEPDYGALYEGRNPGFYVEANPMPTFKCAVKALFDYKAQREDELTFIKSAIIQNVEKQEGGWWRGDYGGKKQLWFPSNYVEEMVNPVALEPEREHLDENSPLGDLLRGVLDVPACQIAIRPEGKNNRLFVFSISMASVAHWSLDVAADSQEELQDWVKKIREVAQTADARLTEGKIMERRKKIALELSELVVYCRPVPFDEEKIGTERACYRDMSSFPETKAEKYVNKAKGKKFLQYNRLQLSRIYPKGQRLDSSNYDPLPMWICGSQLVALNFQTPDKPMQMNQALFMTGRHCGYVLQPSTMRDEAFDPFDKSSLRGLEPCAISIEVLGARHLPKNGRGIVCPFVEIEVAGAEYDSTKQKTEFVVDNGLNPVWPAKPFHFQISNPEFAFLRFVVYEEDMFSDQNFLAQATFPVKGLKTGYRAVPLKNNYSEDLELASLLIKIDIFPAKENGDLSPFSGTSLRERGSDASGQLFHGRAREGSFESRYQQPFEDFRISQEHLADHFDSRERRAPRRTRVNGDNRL
ADAM10 inh: human ADAM10 inhibitors, primary screen, biochemical, QFRET, HTS; AID 720582, 2013; 370,000 compounds, 0.62% hits; inhibition, % at 7 µM; Disintegrin and metalloproteinase domain-containing protein 10 (Homo sapiens), O14672; recombinant ADAM10, EDANS/DABCYL FRET peptide cleavage, 3 h;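 active = inhibition above a per-campaign cutoff equal to the mean of compounds falling between control-based bounds plus 3 SD, cut at about 20% in these data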;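 also: 0% = DMSO wells while the 100% control is not disclosed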
FXN GAA850 act: FXN promoter activators, primary screen, cell-based, luciferase luminescence, HEK293 lucGAA850; HEK293 lucGAA850 FXN promoter luciferase reporter, 24 h; percent of 10 µM SAHA response; activation, % at 6 µM; 360,000 compounds, 0.56% hits;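 active = activation above the average of all compounds screened plus 3 SD, cutoff fixed separately per campaign, cut at about 7.5% in these data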;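 also: 0% = DMSO wells and 100% = 10 µM SAHA wells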
* marks the source's active call; other numbers are inactive results; · = no result given.

SMILES	hcDAF-12 act	hgDAF-12 ag	sPLA2-III inh	ADAM17 inh	DAX1 inh-1	ssDAF-12 act	PLC-beta3 inh	DAX1 inh-2	PLCg1 inh	ADAM10 inh	FXN GAA850 act
COc1ccc(Cl)cc1C(=O)Nc1ccc(CN2CCCCC2)cc1	3.9	0.9	-1	-2	-0.7	-0.3	3	1.3	2	2	3.0
Cc1cccc(C)c1NC(=S)NC(=O)c1ccc(Br)o1	2.0	1.4	9	-8	0.2	-0.8	-5	-0.5	2	-7	1.6
Cc1ccc2cc([N+](=O)[O-])ccc2n1	-0.5	-0.9	5	-3	·	-1.5	0	0.5	0	-3	1.5
CC(C)(C)NC(=O)C1Cc2ccccc2CN1C(=O)Nc1cccc(Cl)c1 (configuration not stated)	-1.5	-3.1	-3	-1	-0.1	-1.2	2	-0.3	2	0	0.1
COc1ccc(CN(CCCN2CCOCC2)S(=O)(=O)N(C)C)cc1OC	-0.3	0.5	2	0	1.1	-1.5	3	0.1	4	10	0.3
COC(=O)CCCCC1SCC(NC(=O)c2ccccc2)C1OC(C)=O (configuration not stated)	-0.3	-1.8	1	-1	0.3	-1.6	-2	-0.5	-1	-2	1.7
Cc1nnc(SCC(=O)Nc2ccc(S(=O)(=O)Nc3ccc(Cl)nn3)cc2)s1	-1.4	-1.1	-12	-5	-0.1	-1.3	-7	0.7	-5	-3	-0.1
COC(=O)CN(c1ccc(OC)cc1OC)S(=O)(=O)c1ccccc1[N+](=O)[O-]	-1.0	2.2	0	-1	-1.1	-0.3	-1	0.7	-2	1	1.1
CN1C(=O)/C(=C/c2ccccc2OCc2ccc(C(=O)O)cc2)NC1=S	-1.4	0.0	7	-1	2.3	-0.7	2	-0.1	0	2	2.5
CC1CCN(CCCNC(=O)CCNC(=O)Cn2cnc3ccccc3c2=O)CC1	1.8	-1.6	3	0	-0.8	-0.7	0	0.8	3	9	-0.1
CCCC(=O)N1CCCC1(C)C(=O)Nc1cc(OC)ccc1OC (configuration not stated)	-0.8	-1.5	9	-5	·	-0.2	2	0.2	0	-18	-1.5
CCCOc1ccc(CC(=O)NCCc2ccccc2)cc1OC	0.2	0.0	-3	4	-0.2	-1.5	-1	-0.5	12*	4	2.6
CCCOc1ccc(/C=C/c2[nH]c(=O)[nH]c(=O)c2[N+](=O)[O-])cc1OCC	-1.2	1.2	12	-7	2.3	0.1	-9	-0.6	2	-12	2.9
CCC1CCC2(CC1)NC(=O)N(CC(=O)Nc1ccc(OC)c(Cl)c1)C2=O (configuration not stated)	-0.3	2.0	-4	3	-0.2	-1.0	-4	-0.1	0	1	-0.1
CC(=O)N1CCN(C(=O)c2ccc(Cl)c(S(=O)(=O)N3CCc4ccccc43)c2)CC1	0.8	-2.8	6	0	0.2	-1.3	-9	-0.7	-1	-11	0.2
Cc1cc(C(=O)NNC(=O)/C=C/c2ccccc2Cl)c(C)o1	2.0	0.3	-7	1	1.6	-1.2	-5	-0.6	0	2	1.6
Cc1noc(C)c1NC(=O)Nc1ccc2c(c1)C(=O)N([C@H](C)CO)C[C@@H](C)[C@@H](CN(C)S(=O)(=O)c1cn(C)cn1)OCCCC[C@H](C)O2	-0.3	1.4	0	0	1.0	-1.1	0	1.7	-3	-6	0.4
CCOC(=O)N1CCN(C(=O)CNC(=O)c2nn(-c3ccc(OC)cc3OC)c(=O)c3ccccc23)CC1	0.9	1.7	4	0	-1.3	-0.1	-10	0.7	-3	3	0.0
CCN1C(=C(C#N)C#N)C=Cc2cc(C)ccc21	-2.4	-1.3	10	-6	0.3	-1.4	-3	-0.1	-2	1	1.8
CC1(C)C=Cc2c(c3ccccc3[nH]c2=O)O1	0.5	-1.2	6	-5	0.6	-0.6	-21	-0.8	-14	-8	2.2
COc1cccc(C(=O)O/N=C(\N)c2ccccn2)c1	5.1	8.1	-1	-1	-3.3	0.2	-2	1.7	3	3	-0.7
O=C(COc1ccccc1)NCCSCc1ccc(Cl)cc1	-0.4	-2.2	-1	8.6*	-1.1	-1.4	0	0.5	0	0	1.7
Cc1cc(S(=O)(=O)NC2CCN(Cc3ccccc3)CC2)c(C)cc1Cl	0.8	-1.3	-21	2	1.1	-1.0	-9	1.1	0	11	1.0
O=S(=O)(N/N=C\c1cccc(F)c1)c1ccccc1	-0.7	0.5	1	0	0.7	-0.8	-49	-1.1	0	3	2.0
COc1cc2c(cc1OC)C(NC(=O)c1ccc(C)cc1)CC2=O (configuration not stated)	-1.4	-1.3	1	-5	-0.1	-1.4	-6	0.0	-1	10	1.1
CC(C)C1Cc2c(sc3ncnc(NN)c23)CO1 (configuration not stated)	-2.4	2.5	8	-9	1.1	-0.4	-2	-0.4	7	-7	0.5
C[C@@H]1NC(=O)[C@H](CCCN=C(N)N)NC(=O)c2cc([N+](=O)[O-])cc(I)c2NCCC[C@@H](C(N)=O)NC1=O	-1.2	-0.4	4	0	-0.8	-1.0	-2	0.6	3	4	0.2
OC[C@@H]1CN(Cc2ccc(Cl)cc2)C[C@H](n2cnc3c(NCc4ccco4)ncnc32)O1	-0.5	-0.1	-10	-7	·	-1.4	-6	-1.6	-1	-13	-2.3
COc1ccc(NC(=O)NC2(C(=O)N3CCCC3)CCCCC2)cc1	0.6	1.3	6	-3	0.3	-0.3	-4	-0.2	-1	6	0.4
Cc1ccc(S(=O)(=O)N2CCOCC2)cc1C(=O)NC(=S)N1CC(C)CC(C)C1 (configuration not stated)	-1.9	1.6	12	-2	0.6	-1.4	2	-0.3	2	3	-0.9
CC(C)Cn1nc(C(=O)N2CCc3ccccc32)c2ccccc2c1=O	-0.1	-1.1	0	0	-0.8	-1.0	-4	-1.9	-2	-3	3.7
CCn1c(SCC(=O)N2c3ccccc3Sc3ccccc32)nnc1-c1ccco1	-2.1	-2.3	1	3	-1.4	-1.3	1	-1.1	5	-5	-0.3
O=C(COC(=O)COc1ccc(Cl)cc1Br)NCc1cccs1	0.0	-1.1	1	-2	-0.9	-0.8	-3	0.2	-2	-8	2.7
CCOc1ccc(C2CC(c3cccc(OC)c3OC)n3nnnc3N2)cc1Cl (configuration not stated)	-1.6	-2.1	-28	0	-0.1	-1.5	-2	-0.9	-5	10	1.2
COc1cc(Cl)c(C)cc1N1C(=O)CN(Cc2ccccc2)C1=S	0.4	-3.1	-195	5	0.7	-0.4	-7	-0.2	-1	8	0.1
Cc1ccc(S(=O)(=O)NCc2ccccc2)s1	3.8	-2.3	-3	1	-0.7	-1.0	-1	-0.4	1	6	0.0
CC(C)(C)c1ccc(C(=O)N2CCC2(C)C(=O)Nc2cccc3ccccc23)cc1 (configuration not stated)	-1.2	-0.9	-12	2	·	-1.5	0	-1.5	1	5	0.0
Cc1cc(NC(=O)CCC(=O)N(Cc2cccs2)C(C(=O)NC2CCCC2)c2ccncc2)no1 (configuration not stated)	-0.6	1.7	4	6	1.2	-1.6	4	-0.6	6	6	-0.1
CC(C)CC(=O)NC(=S)Nc1ccccc1C(F)(F)F	-0.8	3.4	8	-2	-0.4	-0.2	0	0.3	1	-2	0.7
CCN(CC(=O)Nc1ccccc1OC)C(=O)CCOc1ccc(C(C)(C)C)cc1	-0.4	0.4	-11	3	-0.2	-0.9	0	-0.5	-4	7	0.6

Just hcDAF-12 act, DAX1 inh-1 and PLCg1 inh, for 3 of the compounds above:
SMILES	hcDAF-12 act	DAX1 inh-1	PLCg1 inh
CC(C)(C)c1ccc(C(=O)N2CCC2(C)C(=O)Nc2cccc3ccccc23)cc1 (configuration not stated)	-1.2	·	1
Cc1cc(NC(=O)CCC(=O)N(Cc2cccs2)C(C(=O)NC2CCCC2)c2ccncc2)no1 (configuration not stated)	-0.6	1.2	6
CC(C)CC(=O)NC(=S)Nc1ccccc1C(F)(F)F	-0.8	-0.4	1

New compounds follow.
SMILES	hcDAF-12 act	hgDAF-12 ag	sPLA2-III inh	ADAM17 inh	DAX1 inh-1	ssDAF-12 act	PLC-beta3 inh	DAX1 inh-2	PLCg1 inh	ADAM10 inh	FXN GAA850 act
Cn1nc(C(F)(F)F)c(/C=N/OC(=O)c2ccc(Cl)cc2)c1Cl	-0.2	-2.1	-1	0	0.2	-1.2	0	-0.4	-1	-2	1.5
CC(C)(C)c1ccc(Oc2cccc(C3CC(=O)C(C4NCCc5ccccc54)C(=O)C3n3cncn3)c2)cc1 (configuration not stated)	-0.1	0.6	-12	0	0.9	-1.3	-4	0.1	-5	6	0.0
C[C@@H]1COC(=O)[C@@H](Cc2ccc(F)cc2)CC/C=C\C[C@@H](CC(=O)NCCO)C(=O)N1	0.5	-1.1	0	0	-1.1	-1.2	2	0.1	-2	-8	1.5
CC(NC(=O)COC(=O)c1cn(-c2ccccc2)nc1-c1cccs1)c1ccccc1 (configuration not stated)	-2.0	-2.7	-6	-3	0.0	-1.9	-20	-0.8	-10	-2	-0.3
O=C(COC(=O)c1cncc(Br)c1)NC1CCCC1	0.3	2.7	7	3	0.3	-1.3	-9	-0.8	-2	7	1.8
CCOc1ccccc1C1c2[nH]c3ccccc3c2C[C@H]2C(=O)N(C3CCN(Cc4ccccc4)CC3)CC(=O)N12 (some centres not stated)	1.0	-2.1	-24	9.7*	1.5	0.2	-4	-0.8	4	19	3.3
Cc1ccc(C2C3CSCC=C3C(C#N)=C(N)C2(C#N)C#N)cc1 (configuration not stated)	3.4	0.7	-8	-36	-0.8	0.3	-94	0.2	-80	-93	1.6

Hits appear at their usual frequency; 6.9% or so of the library scored in one or more.
